3CLpro inhibitor – SARS-CoV 3CLpro protease inhibition. P0C6X7. recombinant SARS-CoV 3CLpro, quenched FRET peptide cleavage. inhibition, % at 6 µM. 290,000 tested, 0.14% active. AID 1706; in the data active = inhibition above about 12%
Anthrax LF prot – inhibitors of Bacillus anthracis lethal factor protease | multiplex microsphere protease cleavage assay, LF | 360,000 tested, 0.12% active | AID 588501 | inhibition, % at 10 µM | P15917; note: plate controls were buffer without enzyme for full effect and enzyme alone for no effect
Target sequence (P15917 whole entry, looked up): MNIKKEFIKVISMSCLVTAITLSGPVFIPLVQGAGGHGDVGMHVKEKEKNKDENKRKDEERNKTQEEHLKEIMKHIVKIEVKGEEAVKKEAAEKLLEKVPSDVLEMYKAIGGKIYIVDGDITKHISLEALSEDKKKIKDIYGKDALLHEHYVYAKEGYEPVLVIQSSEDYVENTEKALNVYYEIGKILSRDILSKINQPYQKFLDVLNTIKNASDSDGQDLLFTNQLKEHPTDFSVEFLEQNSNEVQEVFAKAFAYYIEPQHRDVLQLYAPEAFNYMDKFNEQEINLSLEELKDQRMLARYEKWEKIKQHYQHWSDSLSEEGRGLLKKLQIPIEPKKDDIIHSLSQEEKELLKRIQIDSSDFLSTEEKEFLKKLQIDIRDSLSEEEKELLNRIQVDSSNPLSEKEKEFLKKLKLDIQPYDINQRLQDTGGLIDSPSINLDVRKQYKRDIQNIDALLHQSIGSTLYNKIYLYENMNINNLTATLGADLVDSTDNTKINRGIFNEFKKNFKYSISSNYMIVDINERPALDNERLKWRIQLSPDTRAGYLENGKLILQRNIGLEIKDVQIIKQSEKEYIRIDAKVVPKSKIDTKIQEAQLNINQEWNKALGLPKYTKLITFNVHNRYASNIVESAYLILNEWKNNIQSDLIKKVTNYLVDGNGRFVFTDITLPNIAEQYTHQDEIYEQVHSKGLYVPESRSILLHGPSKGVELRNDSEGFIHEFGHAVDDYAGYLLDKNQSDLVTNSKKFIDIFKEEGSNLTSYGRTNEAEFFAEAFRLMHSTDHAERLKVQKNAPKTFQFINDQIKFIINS
PfHsp40 yeast – restores yeast growth despite PfHsp40 toxicity | S. cerevisiae expressing PfHsp40, growth rescue, ATP luminescence | growth rescue, % at 12.5 µM | 340,000 tested, 0.68% active; in the data active = growth rescue above about 28%, passing the limit was not always enough; inconclusive = no clear call, values can overlap the other calls;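 note: yeast W303a lacking pdr1 and pdr3 grown in galactose medium; growth measured after three days at 30 °C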
BoNT A protease – inhibitors of Botulinum neurotoxin A light chain protease; multiplex microsphere protease substrate cleavage, flow cytometry; inhibition, % at 10 µM; 360,000 tested, 0.17% active; AID 588499; note: plate controls were buffer without enzyme for full effect and enzyme alone for no effect
PriA SSB inh – blocks PriA binding to SSB C-terminal tail | AlphaScreen SSBct-PriA binding, biotinylated peptide | inhibition, % at 33 µM | 430,000 tested, 0.6% active; in the data active = inhibition mostly above about 37%, no sharp cut-off; inactive = mostly below about 20%;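 note: plate controls were negative control peptide for no effect and reference peptide for full effect; strong numbers were not always called active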
Yp Topo-I inh – blocks Yersinia pestis topoisomerase I activity; AID 504884; activity, % at 10 µM; 360,000 tested, 0.064% active; Y. pestis Topo-I cleavage product accumulation, plate reader; in the data active = activity above about 50%, passing the limit was not always enough; inconclusive = no clear call, values can overlap the other calls; note: inactives centre near 2
BH1578 lux ind – quorum light induction in luxS cqsA deficient V. cholerae; V. cholerae BH1578 lux reporter, luminescence, 6 h; activation, % at 18.7 µM; 350,000 tested, 0.16% active; AID 588436; in the data active = activation mostly above about 9.7%, no sharp cut-off; inconclusive = no clear call, values can overlap the other calls; inactive = mostly below about 3.7%; note: not every result past the cut was called active; inactives centre near 0; reference of the scale not given here
PrPC TRFRET – reduces human prion protein on the cell surface; cell surface PrPC, TR-FRET read-out; P04156; 370,000 tested, 0.43% active; inhibition, % at 13.8 µM; in the data active = inhibition above about 24%; note: 0% = median of the test wells and 100% = reference compound wells
TcdB GH inh – TcdB glycohydrolase inhibition | P18177 | TcdB glycohydrolase enzymatic assay, plate reader | inhibition, % at 9.99 µM | 350,000 tested, 0.24% active | AID 652162; in the data active = inhibition above about 10%
* marks the source's active call; other numbers are inactive results; i = inactive; ? = inconclusive; . = not tested or not shown. Cut-off read from the data, not from the text of the source, unless noted: active = inhibition above about 30%; inconclusive = no clear call, values can overlap the other calls; inactive = below that.

SMILES	3CLpro inhibitor	Anthrax LF prot	PfHsp40 yeast	BoNT A protease	PriA SSB inh	Yp Topo-I inh	BH1578 lux ind	PrPC TRFRET	TcdB GH inh
COc1ccc(NC(=O)CN(C)CC(=O)c2c(C)[nH]c3ccccc23)cc1	.	-0.1	0.2	0.0	-16.7	-5.9	4.2	-3.3	-6.1
CC(=O)Oc1ccc(C(=O)Nc2cccc(NC(=O)c3ccco3)c2)cc1	-1.7	-0.7	-0.2	1.4	3.7	-1.5	-0.3	4.5	1.6
COCCCn1c(O)c(/C=C2\N=C(C#N)C(=Nc3ccc(C)cc3)O2)sc1=S	1.0	.	0.2	.	.	-13.6	i	-3.9	0.0
O=C(CCCCCn1c(=S)[nH]c2ccccc2c1=O)NCc1ccc2c(c1)OCO2	0.9	-1.6	0.5	-2.9	-17.6	43.5	-0.2	8.8	.
Cc1nn(-c2ccc(F)cc2)c(Cl)c1/C=C(\CC(=O)O)c1nc2ccccc2s1	8.9	-0.7	-1.0	0.5	-6.9	36.5	-0.2	-0.1	.
Cc1ccccc1C(=O)/C=C1/c2ccccc2CC(C)(C)N1C	-2.5	-3.0	0.9	-0.6	21.9	24.0	-2.0	12.8	.
COc1ccccc1-n1c(CNC(=O)c2ccccc2)nnc1SCC(=O)Nc1nnc(C)s1	-0.6	-2.9	-0.1	0.3	-4.8	5.7	-0.3	-0.2	0.0
CCCN1Cc2cccc(C(=O)NCCc3ccccc3)c2C1=O	-0.5	-14.6	-0.1	-4.0	-7.8	14.3	i	4.2	2.7
CN(CC1CCCO1)S(=O)(=O)c1ccc(C(=O)Nc2nccs2)cc1 (stereo not drawn)	-1.6	2.1	-0.7	-0.1	11.9	1.1	-0.1	7.5	0.9
CC12CCC(C)(O1)C1C(=O)N(c3nccs3)C(=O)C12 (stereo not drawn)	.	-1.1	-3.2	-0.2	-6.8	7.9	-2.0	6.1	-0.5
CCCN1CN=C(Nc2nc3ccccc3o2)NC1	-2.8	-5.8	0.6	0.5	-11.7	-0.6	-0.9	-4.0	1.9
Cc1ccccc1OCCCc1c(C)n[nH]c1C	5.4	-7.7	3.5	-0.6	-11.1	13.2	0.1	14.4	3.5
Cc1cc(C(=O)OCC(=O)N2CC(C)OC(C)C2)ccc1[N+](=O)[O-] (stereo not drawn)	5.8	-3.8	-1.0	-0.8	-10.4	1.3	-0.3	-0.6	-0.1
CN(CC(=O)Nc1ccc(SC(F)F)cc1)C1CCCCC1	1.6	-0.8	-2.2	0.8	-3.1	-1.6	0.4	-10.5	0.2
Nc1ccc(S(=O)C(F)(F)F)cc1 (stereo not drawn)	-2.6	-2.2	-1.1	0.3	-14.6	2.7	i	8.8	1.4
CC(C)CNc1ncnc2c1ncn2[C@H]1CN(Cc2ccc(C(=O)O)cc2)C[C@@H](CO)O1	.	-1.6	.	0.4	.	-1.5	-3.3	-2.7	0.5
Cc1cc(C)cc(NC(=O)c2cc3c(=O)n4ccccc4nc3s2)c1	-4.7	-0.4	0.7	-0.4	-5.6	7.8	-0.9	-5.2	-2.4
Cc1ccc(S(=O)(=O)N(C)CC(=O)NNC(=O)Cc2ccccc2F)cc1	.	-1.1	-0.2	-0.4	-2.7	2.7	-0.9	0.5	-1.5
CC(C)(C)NC(=S)N1CCC(C(=O)c2ccc(Cl)cc2)CC1	-2.2	6.4	-1.3	-2.5	-8.6	-5.1	0.7	-1.4	3.0
CN(C)c1nc(NS(=O)(=O)c2ccc(Cl)cc2)nc(N(C)C)n1	5.5	-2.8	0.4	-0.3	0.7	9.9	i	9.8	.
O=c1ccn(Cc2ccccc2)c(SCc2ccccc2)n1	.	-0.1	-0.2	-0.1	-12.4	17.8	-0.8	9.0	0.4
COc1ccccc1NC(=O)CCN1CCCCCC1	-0.7	-3.6	0.3	0.5	-5.2	0.5	-5.9	-2.1	.
CC1(C)CC(O)CC(C)(C)N1CC(O)COCc1ccccc1 (stereo not drawn)	-2.0	-0.2	-0.4	0.6	-0.3	-1.0	i	0.2	1.5
CSc1cccc(NC(=O)C2(S(=O)(=O)c3ccc(C)cc3)CC2)c1	2.0	6.0	-0.9	-1.9	-13.0	5.2	0.8	-3.0	0.2
COc1ccc(NC(=O)CSc2nnc(Cc3cccn3C)n2-c2ccc(F)cc2)cc1OC	-0.9	-12.3	-1.5	-1.0	6.3	15.9	-0.5	-5.8	1.4

Limited to PrPC TRFRET, Anthrax LF prot and PriA SSB inh, for 5 of the compounds above:
SMILES	PrPC TRFRET	Anthrax LF prot	PriA SSB inh
COCCCn1c(O)c(/C=C2\N=C(C#N)C(=Nc3ccc(C)cc3)O2)sc1=S	-3.9	.	.
CC(C)CNc1ncnc2c1ncn2[C@H]1CN(Cc2ccc(C(=O)O)cc2)C[C@@H](CO)O1	-2.7	-1.6	.
CSc1cccc(NC(=O)C2(S(=O)(=O)c3ccc(C)cc3)CC2)c1	-3.0	6.0	-13.0
CC12CCC(C)(O1)C1C(=O)N(c3nccs3)C(=O)C12 (stereo not drawn)	6.1	-1.1	-6.8
Cc1cc(C)cc(NC(=O)c2cc3c(=O)n4ccccc4nc3s2)c1	-5.2	-0.4	-5.6

Other records follow:
SMILES	3CLpro inhibitor	Anthrax LF prot	PfHsp40 yeast	BoNT A protease	PriA SSB inh	Yp Topo-I inh	BH1578 lux ind	PrPC TRFRET	TcdB GH inh
COc1ccc(OC)c(/C=N/NC(=O)c2cc3c(OC)c(OC)ccc3[nH]2)c1	2.1	-1.9	2.9	0.0	.	-23.6	-0.3	14.7	-0.2
Nn1c(SCC(=O)Nc2ccccc2Oc2ccccc2)nnc1C1CC1	.	-1.5	0.5	-18.7	-6.2	-5.0	-0.3	-5.1	2.9
COc1ccc(Cl)cc1C(=O)N1CCN=C1SC	6.1	-15.4	0.2	-0.1	4.3	-1.2	-0.1	-3.7	2.0
CCOC(=O)C1(Cc2cccc(OC)c2)CCN(Cc2cccc3c2OCO3)CC1	-0.1	1.5	-0.8	0.5	2.5	22.5	-0.3	-5.5	0.0
CC(C)(C)n1nnnc1C(C1CC1)N1CCC2(CC1)C(=O)NCN2c1ccccc1 (stereo not drawn)	.	-0.5	.	-0.9	.	.	.	-6.2	0.7
O=C(CSc1nnc(NC(=O)c2ccccc2[N+](=O)[O-])s1)NC1CCCC1	-2.3	-11.8	-1.5	-56.4	-14.4	-1.9	-0.3	-9.0	-0.5
CCCOc1ccc(C2C(=O)N(C3CCCCCC3)CC(=O)N2Cc2ccco2)cc1OC (stereo not drawn)	-7.4	1.0	-0.3	0.2	5.8	34.3	0.3	4.5	.
CN(C)S(=O)(=O)c1cccc(N=c2scc(-c3ccc4c(c3)NC(=O)CO4)n2CC2CCCO2)c1 (stereo not drawn)	0.7	-1.5	0.9	0.3	26.1	17.3	0.4	13.2	.
COc1ccc(Nc2nc(NCC3CCCO3)nc(N)c2[N+](=O)[O-])cc1 (stereo not drawn)	6.0	-3.4	-0.9	?	-2.6	3.2	-0.6	-19.6	0.3
CCc1cc(=O)oc2cc(C)cc(OCC(=O)NCCCn3ccnc3)c12	-2.1	-1.3	0.9	0.2	-8.8	4.3	-5.6	-8.4	0.4
O=C(Cc1ccc(Cl)cc1)N1CCN(c2ccc(F)cc2)CC1	0.4	-10.7	-0.2	-2.1	-9.7	15.2	i	0.7	1.4
Cc1cc(C(=O)Nc2ccncc2)c(C)o1	.	-44.5	-1.3	-191.9	-10.5	8.0	0.7	3.0	0.7
COc1ccc(C(=O)NCCNC(=O)c2ccccn2)cc1	0.8	-1.0	0.1	-0.9	-6.0	-6.5	i	1.4	0.5
Cc1cc(NC(=O)CSc2nc(Cc3ccc(O)cc3)c(C)[nH]2)no1	0.8	1.3	-0.5	-6.5	3.9	-6.8	i	-0.3	3.5
CC1(C)Cc2ccccc2-c2nnc(-c3cccc(O)c3)n21	-5.9	-0.9	-0.3	0.1	-11.1	-5.5	0.0	-3.8	.
COc1ccccc1CCNS(=O)(=O)c1ccc(C(=O)O)n1C	-1.5	-5.1	0.4	-0.1	-3.6	-10.8	-0.5	-0.2	-0.8
CN1OC(Cn2cc(C#N)c(=O)n(C)c2=O)CC1c1ccccc1 (stereo not drawn)	-3.4	-10.6	-0.3	-0.4	-1.1	-0.3	-0.6	25.2*	0.3
CN(C)S(=O)(=O)c1cccc(NC(=O)Cc2ccc(Cl)cc2)c1	-0.9	1.1	-0.1	0.1	-14.1	-6.2	-0.3	6.5	.
O=S(=O)(NCc1ccccn1)c1ccccc1	0.1	-19.7	-1.7	0.8	-14.1	-2.6	i	-4.4	1.3
O=C(NCc1ccc(Cl)cc1)NCc1ccc(Cl)cc1	1.9	-4.7	0.3	0.4	-9.4	-5.6	-0.1	5.0	-2.3
CC1(C(=O)NS(=O)(=O)c2cccs2)CCN1C(=O)C1CCCCC1 (stereo not drawn)	.	-5.3	.	0.1	.	-3.3	-0.1	0.4	-0.6
Cc1ccc(S(=O)(=O)N2CCN(S(=O)(=O)c3ccc(C)cc3)C2c2ccccc2)cc1	-0.4	-1.5	1.6	2.8	-3.1	31.9	-0.2	-11.5	.
O=c1oc2ccccc2nc1/C=C(O)/C=C\c1ccccc1	-4.2	5.9	-0.2	9.8	.	8.1	-4.5	-1.2	.
Oc1cccc2oc(=S)[nH]c12	.	-3.5	0.1	0.1	3.6	-3.2	-0.8	-4.5	0.7
COc1ccccc1-c1nc2cc(Cl)ccc2c(=O)n1O	-3.3	-15.9	?	-1.6	-0.9	-2.7	i	1.9	-0.2
Following part
SMILES	3CLpro inhibitor	Anthrax LF prot	PfHsp40 yeast	BoNT A protease	PriA SSB inh	Yp Topo-I inh	BH1578 lux ind	PrPC TRFRET	TcdB GH inh
C#CC(C)(C)NC(=O)c1cnc(-c2ccccc2)nc1-c1ccccc1	-4.7	-9.1	-1.2	-2.9	-7.1	9.7	i	1.2	1.0
C=CCN(c1ccc(C(=O)NCCN2CCOCC2)cc1)S(C)(=O)=O	-3.5	6.1	-0.9	2.5	-8.7	-0.5	i	-5.1	0.7
O=C(CCCN1C(=O)c2ccccc2C1=O)N1CCc2ccccc2C1	-7.9	1.7	-0.1	0.4	4.7	14.5	.	-3.0	.
COC(=O)c1ccc(-n2nnnc2SCC(=O)NCc2cccc(C(=O)O)c2)cc1	6.0	2.7	-0.2	0.1	-14.3	11.1	-0.3	6.2	.
CC1(C)COC(=S)N1CCC#N	.	-0.7	-2.2	-0.7	-12.9	-1.8	i	2.1	-0.4
c1coc(-c2nc3nc4ccccc4nc3n2CC2CCCO2)c1 (stereo not drawn)	-2.7	4.0	-1.0	3.4	9.1	-3.6	i	-18.0	.
Cc1ccc(C(=O)CSc2ccccc2C(=O)O)cc1	6.3	-1.0	-0.3	-2.2	-10.6	-1.9	4.7	-3.7	1.8
Cn1c(=O)cc(N2CCc3ccccc32)[nH]c1=O	4.0	-6.8	-1.0	-0.5	-2.1	-8.0	i	-0.2	-0.7
CCC(C)(C)NC(=O)Cc1ccc(F)cc1	-1.9	-5.9	-1.5	-2.5	-5.3	4.7	i	-0.8	0.2
COc1ccc(-c2nn(-c3ccccc3)cc2CNC[C@H]2O[C@@H](n3cnc4c(=O)[nH]c(N)nc43)[C@H](O)[C@@H]2O)cc1	.	-9.2	.	-1.7	.	.	.	-5.1	1.5
COc1cccc(C(=O)C(=O)c2cccc(OC)c2OC)c1OC	.	-8.1	-0.1	-0.9	-13.2	1.2	-2.9	6.8	-0.1
Cc1ccc(SCC2(O)CCN(C(=O)c3ccc(Cl)cc3)CC2)cc1	-4.5	-1.3	7.8	-0.4	-4.9	26.2	i	-8.5	.
CCCc1nc2ccccc2c(=O)n1CC(=O)c1ccc(OC)cc1	5.3	-6.6	-1.5	-2.6	2.5	1.5	-5.6	2.0	0.7
CCc1noc(C)c1C(=O)N1CCCSC1=Nc1ccccc1Cl	.	4.0	-1.3	-1.7	-8.6	13.0	-0.2	4.7	2.2
CC1(C)Oc2ccc3ccc(=O)oc3c2/C(=C/Nc2cccc(O)c2)C1=O	3.6	-6.8	1.0	-1.2	.	4.6	-0.7	-14.1	1.5
CCOC(=O)c1cc(-c2ccc(C)cc2)n(CCC(=O)NCCN(C)C)c1C	-0.4	-5.6	0.5	0.1	10.4	-6.1	-0.5	-3.7	.

Screens (PubChem)

These rows are one share of the data; rates above refer to the full screens.
